High-throughput results deposited in PubChem by several laboratories.
CIT2 TOR yeast – modulators of CIT2-GFP expression in yeast, primary screen, S. cerevisiae, GFP fusion, multiplex flow cytometry, MLPCN library | S. cerevisiae CIT2-GFP strain, 3 h; 100 means same as DMSO wells | GFP response vs DMSO, % at 10 µM | actives 0.065% (n = 320,000);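 active means GFP response relative to DMSO above a set limit, near the screen mean plus 3 SD, cut at about 150% in these data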;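 further: ratio of well median GFP fluorescence to mean of DMSO wells on the plate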
BCLXL inh – inhibitors of human Bcl-xL, primary screen, biochemical, fluorescence polarization, HTS | Bcl-2-like protein 1 (Homo sapiens), Q07817 | inhibition, % at 10.9 µM | AID 2129, 2009 | actives 0.7% (n = 320,000) | GST-Bcl-xL / FITC-Bim BH3 peptide fluorescence polarization;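 active means inhibition above the mean of all tested compounds plus 3 SD, cutoff set per campaign, cut at about 30% in these data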;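 further: 0% = DMSO wells and 100% = unlabeled Bim-BH3 peptide competitor; inhibitors lower millipolarization by displacing the labeled peptide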
Target sequence (Q07817 whole entry, looked up): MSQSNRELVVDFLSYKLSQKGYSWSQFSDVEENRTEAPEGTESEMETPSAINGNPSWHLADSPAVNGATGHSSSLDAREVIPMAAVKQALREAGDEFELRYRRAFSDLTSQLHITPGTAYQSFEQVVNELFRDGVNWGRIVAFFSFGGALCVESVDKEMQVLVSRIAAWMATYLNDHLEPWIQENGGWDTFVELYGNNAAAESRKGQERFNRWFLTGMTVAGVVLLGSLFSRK
AGP1-GFP MLPCN – modulators of AGP1-GFP expression in yeast TOR pathway, primary screen, cell-based, multiplex flow cytometry, S. cerevisiae, MLPCN library; GFP response vs DMSO, % at 10 µM; actives 0.02% (n = 320,000); 3 h; GFP as percent of DMSO wells; AID 2066, 2009;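 active means GFP response relative to DMSO above a set limit, near screen average plus 3 SD, cut at about 150% in these data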;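 further: median GFP channel fluorescence of the gated AGP1 strain per well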
GLD-1 RNA inh – GLD-1/TGE RNA complex disruptors, primary screen, biochemical, fluorescence polarization | purified GLD-1 + fluorescein TGE RNA | inhibition, % at 5.96 µM | actives 0.44% (n = 320,000);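 active means percent inhibition above a per-plate cutoff, the plate mean of test compounds plus 3 SD, cut at about 30% in these data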;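 further: 0% = DMSO wells with GLD-1 and probe and 100% = wells lacking GLD-1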
Target sequence (Q17339 whole entry, looked up): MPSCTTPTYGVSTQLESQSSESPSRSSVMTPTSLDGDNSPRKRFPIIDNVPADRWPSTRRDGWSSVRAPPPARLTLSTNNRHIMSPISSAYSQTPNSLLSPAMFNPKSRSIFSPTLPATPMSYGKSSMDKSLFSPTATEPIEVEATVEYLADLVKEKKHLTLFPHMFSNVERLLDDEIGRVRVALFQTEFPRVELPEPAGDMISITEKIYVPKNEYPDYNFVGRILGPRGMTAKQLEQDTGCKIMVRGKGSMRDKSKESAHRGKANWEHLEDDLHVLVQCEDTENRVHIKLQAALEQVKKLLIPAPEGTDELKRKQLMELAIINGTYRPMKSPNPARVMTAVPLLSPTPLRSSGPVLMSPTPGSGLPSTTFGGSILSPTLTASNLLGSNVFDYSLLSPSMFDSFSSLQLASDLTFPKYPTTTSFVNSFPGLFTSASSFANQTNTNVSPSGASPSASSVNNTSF
MCL1 BIM primary – inhibitors of MCL1 binding to BIM-BH3, primary screen, biochemical, fluorescence polarization | Induced myeloid leukemia cell differentiation protein Mcl-1 (Homo sapiens), Q07820 | GST-MCL1 / FITC-Bim-BH3 fluorescence polarization | inhibition, % at 10.9 µM | actives 0.68% (n = 320,000);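 active means inhibition above the mean inhibition of all tested compounds plus 3 SD, set per campaign, cut at about 40% in these data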;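 further: 0% = DMSO wells and 100% = unlabeled Bim-BH3 peptide control; higher means more loss of mP so more displacement of Bim peptide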
GRK2 aptamer HTS – compounds blocking aptamer binding on GRK2 – biochemical, human GRK2, bead flow cytometry, HTS, primary screen; inhibition of aptamer binding, % at 10 µM; Beta-adrenergic receptor kinase 1 (Homo sapiens), P25098; FAM-aptamer displacement from GRK2; AID 488847, 2010; actives 0.59% (n = 330,000);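 active means inhibition of aptamer binding above 40%, roughly 3 SD of noise, on plates passing a quality check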;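 further: median bead fluorescence of bound FAM aptamer so fluorescent compounds give negative values; no value below 0 was filed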
MEX-5 binding – MEX-5 zinc finger RNA-binding disruptors – biochemical, C. elegans, fluorescence polarization, MLPCN library, primary screen; MEX-5/FITC-TCR2 RNA binding; stronger effect = lower value; activity score (negative = inhibition of binding), % at 10 µM; actives 0.38% (n = 300,000); AID 1832, 2009;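 active means inhibition past about -25% in most replicates, and total fluorescence under double the plate's negative control median, limit read from the data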;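 further: 0% = DMSO and -100% = 5 µM competing unlabeled TCR2 RNA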
VLA-4 inh – inhibition in human VLA-4 binding assay, primary screen, VLA-4 allosteric modulator project, MLPCN library, flow cytometry, VLA-4 expressing cells; Integrin alpha-4 (Homo sapiens), P13612; inhibition, % (about 7 µM as worked out from the volumes in the protocol); actives 0.2% (n = 330,000); ligand binding flow cytometry; in the data active means inhibition above about 50%
Fam108B inh – mouse Fam108B serine hydrolase inhibitors, primary screen, counter-screen for RBBP9 inhibitor project, biochemical, fluorescence polarization | inhibition, % at 9.51 µM | actives 0.33% (n = 300,000) | recombinant Fam108B, FP-Rh probe fluorescence polarization | AID 1947, 2009;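 active means inhibition above the screen mean inhibition plus 3 SD, computed separately per campaign, cut at about 18% in these data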;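 further: inhibitors lower polarization as less probe binds the enzyme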
Starred values were filed as active, the others as inactive; · = no result given.

SMILES	CIT2 TOR yeast	BCLXL inh	AGP1-GFP MLPCN	GLD-1 RNA inh	MCL1 BIM primary	GRK2 aptamer HTS	MEX-5 binding	VLA-4 inh	Fam108B inh
Cn1c(=O)c(C(=O)NCc2ccc(Cl)cc2)c(O)c2ccccc21	106	2	99	-1	1	0	2.9	11	0
CCN(C(=O)c1cc(S(=O)(=O)N2CCc3ccccc32)cn1C)c1ccccc1	103	-3	108	2	-3	5	0.4	30	-10
Oc1ccc(N2CCN(C(=S)NCc3ccccc3)CC2)cc1	98	20	101	-1	25	2	-0.4	3	2
CCOC(=O)c1sc(NC(=O)CSc2nc3c(cc2C#N)CCCCC3)c(C#N)c1C	90	-6	97	-7	-6	3	1.4	-4	-2
COc1cc(/C=C2\N=C(c3ccccc3)OC2=O)ccc1OC(C)=O	96	-2	98	3	-5	1	-7.3	2	-6
O=C(c1ccco1)N1N=C(c2ccc3nccnc3c2)CC1c1ccccc1 (centres undefined)	80	5	86	-9	-4	0	-13	-6	-1
CCCCN1C(Nc2ccccc2)=NC[C@@H]1C	97	6	103	1	6	3	·	25	4
Cc1ccc(-n2c(CNC(=O)c3cccs3)nnc2SCC(=O)NO)cc1	94	-4	98	2	-2	0	0.3	-10	16
CC(=O)N(Cc1ccccc1)c1nc(-c2ccccc2)cs1	89	-6	92	-3	-3	0	-9.5	-10	-2
CN(Cc1ccc(Cl)cc1)C(=O)c1ccc2ccccc2n1	97	0	99	-5	-2	2	-0.2	13	-1
COc1ccc(NC(=O)COc2ccc(C)c(C)c2)cc1S(=O)(=O)N1CCCCC1	72	-1	84	4	-3	0	-1.8	-11	0
CCCCOc1ccc(/C=N/NC(=O)c2csc(C)c2C)cc1	99	-2	103	-1	-7	9	-0.4	7	4
COC(=O)c1sccc1NC(=O)c1cc(-c2cccc(C)c2)nc2ccccc12	107	2	102	4	-1	1	3.3	-5	-1
O=C1NC(NS(=O)(=O)c2ccccc2)(C(F)(F)F)C(=O)N1c1ccc(F)cc1 (centres undefined)	98	8	101	2	1	0	-1.1	-3	0
Cc1[nH][nH]c(=O)c1C(c1c(C)[nH][nH]c1=O)c1cn(Cc2cccc3ccccc23)c2ccccc12	96	1	100	3	1	4	·	-6	10
Cc1cccc(-n2c(-c3csc4ccccc34)n[nH]c2=S)c1	100	-7	107	-5	-18	1	-1.5	3	0
CCOc1ccc(N(CC(=O)NN=C2CCN(C)CC2)S(C)(=O)=O)cc1	94	7	92	4	4	0	2.2	2	2
COc1ccc(S(=O)(=O)Nc2ccc(OCC(=O)O)cc2)c2ccccc12	107	7	104	-1	0	4	0.6	9	1
CN(C(=O)c1cc(S(=O)(=O)N2CCCCC2)c[nH]1)C1CCCCC1	101	6	105	7	3	0	-1.7	41	2
CCN(Cc1ccccc1)S(=O)(=O)c1ccc2oc(C(=O)O)c(C)c2c1	106	8	104	-5	12	1	-0.7	2	-1
O=C(NNc1ccccn1)c1ccccc1CC[N+](=O)[O-]	89	8	102	-1	4	1	-0.7	3	1
CN(C)S(=O)(=O)c1cccc(C(=O)Nc2ccc(Cl)cn2)c1	96	-2	101	-7	1	0	1.7	-2	5
COC(=O)c1ccc(CN(C)S(=O)(=O)c2cccs2)cc1	91	-3	96	-6	-12	1	-0.2	12	-3
CO/N=C(/CS(=O)(=O)Cc1ccccc1Cl)c1ccc(Cl)cc1Cl	111	6	111	7	11	2	-1.4	-2	3
CCCC(=O)NCc1ccc2c(c1)cc(C)n2C	82	48*	102	54*	52*	22	-4.2	-6	-1
CCC(CC)c1nnc(NC(=O)C2CCCO2)s1 (centres undefined)	111	5	104	2	8	2	1.1	-11	-9
O=C1NC(c2ccccc2Cl)=N/C1=C/c1ccco1	99	12	97	14	9	0	1.9	-8	-1
COc1ccc(C2(c3ccc(OC)cc3)NC(=O)N(CC(=O)NC3CCCC3)C2=O)cc1	84	4	91	2	-1	1	3.4	0	-1
Cc1ccccc1/C=C/c1nc2ccccc2c(=O)[nH]1	91	-28	96	11	-34	1	-0.8	-9	-9
Cc1c(C(=O)NCCSCc2ccc(Cl)cc2Cl)cccc1[N+](=O)[O-]	85	3	92	-6	5	3	-2.0	6	-9
COc1ccc(-n2cnc3sc4c(c3c2=O)CCCC4)cc1	96	1	92	8	-3	2	0.0	8	2
CCc1ccc(C(=O)COC(=O)CCc2nc3ccccc3c(=O)[nH]2)cc1	97	-4	96	0	-13	5	0.4	-3	-3
Cc1nccn1CC(=O)N/N=C/c1cccc(O)c1	100	6	92	-4	12	14	0.2	21	0
COc1ccc(C)cc1-n1nnnc1SCC(=O)Nc1cc(C)on1	98	-9	98	8	-2	3	4.7	2	7
CN(C)c1ccc(NC(=O)CN2C(=O)c3ccccc3C2=O)cc1	102	7	101	3	16	0	-1.0	12	-2
COc1ccc(CCC(=O)Nc2ccc(S(=O)(=O)N3CCCC3)cc2)cc1OC	100	-1	110	-3	-4	0	·	-12	·
Cn1c2ccccc2c(=O)c2ccc(C#Cc3ccccn3)cc21	94	7	103	12	8	0	-6.5	17	-10
Cc1nc2ccccc2c(=O)n1NCc1cc(Br)cs1	106	1	108	-1	0	0	-0.3	6	-1
Cc1cc(NC(=O)COc2ccccc2)n(-c2ccccc2)n1	99	2	103	8	8	0	1.3	14	-3
CCCCOc1ccc(NC(=O)c2cc(F)c(F)cc2Cl)cc1	98	2	102	5	2	2	2.1	2	-1

Quoted from the listing:
CCCCOc1ccc(NC(=O)c2cc(F)c(F)cc2Cl)cc1 in GRK2 aptamer HTS is entered as 2
Cc1c(C(=O)NCCSCc2ccc(Cl)cc2Cl)cccc1[N+](=O)[O-] in VLA-4 inh is entered as 6

More entries.
SMILES	CIT2 TOR yeast	BCLXL inh	AGP1-GFP MLPCN	GLD-1 RNA inh	MCL1 BIM primary	GRK2 aptamer HTS	MEX-5 binding	VLA-4 inh	Fam108B inh
CN(Cc1nc2c(s1)CCCC2)C(=O)CCc1nnc(-c2ccc3c(c2)OCO3)o1	95	-4	99	-2	-5	1	-0.6	2	1
CC1CCC(NC(=O)Nc2cccs2)CC1 (centres undefined)	102	6	103	0	4	0	-0.2	-19	-2
O=C(NCc1ccc(OC(F)(F)F)cc1)c1cccc2c1C(=O)c1ccc(N3CCCC3)cc1S2(=O)=O	103	·	97	6	·	16	·	-151	·
O=C(CC1CCCCC1)NCc1ccccc1Cl	106	2	102	5	6	2	0.0	2	-4
CCC(C)c1ccccc1N1CC(C(=O)NCCc2ccc(OC)c(OC)c2)CC1=O (centres undefined)	101	6	109	5	4	1	-2.4	3	-2
CCOc1ccccc1CNC(=O)c1cc2occc2n1C	82	-1	98	3	-3	0	1.4	29	2
COc1ccc(NC(=O)C(C)N(c2ccc(C)cc2)S(C)(=O)=O)c(OC)c1 (centres undefined)	99	5	95	-1	6	0	0.4	7	-4
CN(C)CCN1CC(O)=C(c2nc3ccccc3s2)C1=N	97	-6	89	-18	-15	0	-5.5	-1	-2
Cc1ccc(OCC(=O)NNC(=O)Cn2nnc(-c3ccccc3)n2)cc1	89	-2	101	2	-3	0	0.0	-8	2
O=S(=O)(NCC(c1cccnc1)N1CCN(Cc2ccccc2)CC1)c1ccc(Cl)cc1 (centres undefined)	109	3	102	0	4	0	3.5	10	-1
Cc1cc(NC(=O)C2CCCO2)ccc1Br (centres undefined)	96	2	96	-5	0	0	0.2	15	5
CCc1ccc(OCC(=O)N/N=C2\CC(=O)c3ccccc32)cc1	96	11	101	19	15	0	1.4	-70	2
Fc1cccc(CCN2CCNC[C@@H]2CC2CCCCC2)c1	103	3	102	-1	-2	0	·	29	·
COc1cc2c(cc1OC)C(C(=O)Nc1cc(C)c(OC)c(C)c1)CC(=O)N2 (centres undefined)	105	·	111	·	·	0	-0.7	-5	·
COc1cc(C(=O)Nc2cccc(-c3nc4cc(C)ccc4o3)c2)cc(OC)c1OC	101	1	101	4	2	3	1.7	2	-7
O=C(CN1C(=O)C2CCCCC2C1=O)Nc1nc2ccc(F)cc2s1 (centres undefined)	97	-5	105	6	-8	1	2.6	2	3
CCCOc1ccc(/C(CC)=N/NC(=O)C2(C)CC2(Br)Br)cc1 (centres undefined)	99	97*	97	112*	112*	0	-1.7	-2	41*
CCOc1ccccc1NC(=O)CS(=O)(=O)c1cn(CC(=O)N2CCOCC2)c2ccccc12	95	3	95	1	-2	0	0.6	6	4
Cc1ccc(S(=O)(=O)N(C)C)cc1NC(=O)COC(=O)c1sc2cc(Cl)ccc2c1Cl	106	1	106	6	-8	2	2.3	6	-19
COc1cc(Cc2cc(N)nc(N)n2)cc(OC)c1OC	101	-2	101	4	-7	1	-1.3	6	-1

3 structures out of the list, sorted by number of heavy atoms, ascending.
SMILES	CIT2 TOR yeast	BCLXL inh	AGP1-GFP MLPCN	GLD-1 RNA inh	MCL1 BIM primary	GRK2 aptamer HTS	MEX-5 binding	VLA-4 inh	Fam108B inh
O=C(CC1CCCCC1)NCc1ccccc1Cl	106	2	102	5	6	2	0.0	2	-4
CN(C)CCN1CC(O)=C(c2nc3ccccc3s2)C1=N	97	-6	89	-18	-15	0	-5.5	-1	-2
O=C(NCc1ccc(OC(F)(F)F)cc1)c1cccc2c1C(=O)c1ccc(N3CCCC3)cc1S2(=O)=O	103	·	97	6	·	16	·	-151	·
